# SUMO Mot1 rescue: SUMOylation pathway inhibition by Mot1-301 growth rescue; S. cerevisiae Mot1-301 growth rescue, ATP luminescence, 38.5C; percent above DMSO median, 100 means doubled; growth rescue, % at 18.8 µM; 320,000 tested, 1% active; AID 2716;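 active means every valid replicate shows activation above 250% relative to neutral control wells; inactive means the rest, any valid replicate at or below 250%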;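 further: OY570 slx delta 5 strain wells were the positive control but not used for scaling; some compounds called inactive have numbers as strong as hits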
# Arrestin-AP2 inh: human beta-arrestin and AP2 interaction inhibition; FITC-arrestin peptide / GST-AP2 beads, flow cytometry; AP2 beta2 appendage carries R879A mutation; inhibition, % at 10 µM; 340,000 tested, 0.31% active; AID 504490;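 active means inhibition above a set limit, near 3 SD of compounds lacking own fluorescence, cut at about 54% in these data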;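 further: plate controls were DMSO wells for no effect and 5 µM unlabelled arrestin peptide for full effect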
#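 System: GST-AP2 R879A glutathione beads. Medium: PBS with 0.05% Tween 20 and 0.1% BSA. Also added: FITC-arrestin peptide, 50 nM. Incubation: 12 min plus 1 h, RT. Measured by: high-throughput flow cytometry of beads, ex 488, em 535 nm. Evaluation: percent drop in bead-associated FITC signal.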
# DSG3 Ab inh: inhibitors of pemphigus antibody binding to human desmoglein-3 | P32926 | 310,000 tested, 0.48% active | binding (percent of control), % at 10 µM | DSG3-coupled beads, scFv-anti-DSG3-GFP binding, flow cytometry; stronger effect = lower value;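 active means binding more than 3 SD below its plate's average and above zero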;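 further: hits lower antibody fragment binding to DSG3; some compounds called inactive have numbers as strong as hits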
# Target sequence (P32926 whole entry, looked up, the tested form may be a part): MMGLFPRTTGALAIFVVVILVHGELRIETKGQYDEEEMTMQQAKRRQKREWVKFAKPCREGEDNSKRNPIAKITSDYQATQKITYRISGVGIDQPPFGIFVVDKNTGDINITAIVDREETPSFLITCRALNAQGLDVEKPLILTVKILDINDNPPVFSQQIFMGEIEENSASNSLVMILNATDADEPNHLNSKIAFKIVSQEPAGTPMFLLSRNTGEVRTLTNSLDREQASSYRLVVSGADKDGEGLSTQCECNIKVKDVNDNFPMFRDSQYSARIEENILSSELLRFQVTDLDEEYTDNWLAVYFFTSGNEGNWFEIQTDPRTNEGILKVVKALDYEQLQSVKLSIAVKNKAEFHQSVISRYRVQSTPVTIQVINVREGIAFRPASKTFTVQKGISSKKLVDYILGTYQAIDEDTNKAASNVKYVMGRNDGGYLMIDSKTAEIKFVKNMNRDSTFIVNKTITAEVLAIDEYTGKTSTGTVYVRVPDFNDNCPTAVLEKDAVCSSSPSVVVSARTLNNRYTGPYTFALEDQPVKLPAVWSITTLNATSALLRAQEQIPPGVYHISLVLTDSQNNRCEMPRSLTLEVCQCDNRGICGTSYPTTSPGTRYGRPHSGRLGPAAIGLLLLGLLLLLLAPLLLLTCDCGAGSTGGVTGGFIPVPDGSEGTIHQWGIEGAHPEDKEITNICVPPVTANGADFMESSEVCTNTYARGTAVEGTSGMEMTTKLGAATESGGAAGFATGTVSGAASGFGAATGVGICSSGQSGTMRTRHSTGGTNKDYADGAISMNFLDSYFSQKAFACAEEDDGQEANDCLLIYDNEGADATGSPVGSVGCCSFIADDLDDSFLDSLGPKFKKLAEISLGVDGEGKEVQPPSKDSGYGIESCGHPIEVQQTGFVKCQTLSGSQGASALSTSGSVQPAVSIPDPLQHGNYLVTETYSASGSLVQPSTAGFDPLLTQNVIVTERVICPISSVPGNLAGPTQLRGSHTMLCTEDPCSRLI
# AddAB inh: less growth of phage-infected E. coli with AddAB; inhibition, % at 11.9 µM; E. coli expressing H. pylori AddAB, absorbance growth; AID 435030; 330,000 tested, 0.29% active; in the data active means inhibition above about 12%;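 further: 0% = vehicle wells of infected cells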
# Tat transport: E. coli Tat transport inhibition; E. coli MC4100 TorA-mCherry Tat export, fluorescence; inhibition, % at 10 µM; 340,000 tested, 0.036% active; AID 488895;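 active means mean replicate inhibition at least 50% and at least half of replicates individually reaching 50%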;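 further: exported cargo escapes ClpAP degradation while cytoplasmic cargo is degraded and loses fluorescence; 0% = median of neutral control wells and 100% = median of NaSCN control wells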
# E coli growth: bacterial growth inhibition, counter-screen for AddAB inhibitors | inhibition, % at 11.9 µM | E. coli V3065 growth, OD600 absorbance, 18 h | 330,000 tested, 0.27% active | AID 449728;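 active means inhibition above the campaign's mean inhibition across all tested compounds plus 3 SD, cut at about 9.9% in these data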;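 further: uninfected addAB+ strain grown without phage in ampicillin broth; 0% = DMSO wells and 100% = ciprofloxacin 0.95 µg/ml wells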
# phage Ecoli inh: E. coli growth loss with phage present | growth absorbance | inhibition, % at 11.9 µM | 360,000 tested, 0.26% active | AID 651602; in the data active means inhibition above about 11%
# PfHsp90 yeast 2: inhibits growth of yeast expressing Plasmodium falciparum Hsp90; S. cerevisiae expressing PfHsp90, BacTiter-Glo ATP, 48 h; yeast lacking PDR1 and PDR3 efflux regulators; inhibition, % at 9.4 µM; 310,000 tested, 0.32% active; AID 504621;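 active means every replicate shows inhibition above about 80%, whatever the replicate mean, limit read from the data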;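 further: 0% = DMSO neutral controls and 100% = 20 µM radicicol positive controls; yeast relying on Plasmodium falciparum Hsp90 in place of its own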
# MOR-DOR inv ag: mu-delta opioid heterodimer inverse agonism | 340,000 tested, 0.21% active | cell-based MOR-DOR heterodimer luminescence | P35372+P41143 | inhibition, % at 9.3 µM; in the data active means inhibition above about 22%, passing the limit was not always enough;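 further: 0% = cells with DMSO and 100% = wells without cells with DMSO; values of inactives mirror those of a sister screen read the other way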
# MOR-DOR ag: agonists of human mu-delta opioid receptor heterodimerization. P35372+P41143. AID 504326. activation, % at 9.3 µM. 340,000 tested, 0.3% active. cells, OPRM1-OPRD1 heterodimerization, luminescence; in the data active means activation above about 18%;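 further: 0% = vehicle-treated cells and 100% = reference agonist; values of inactives mirror those of a sister screen read the other way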
# PKA-R1A activ: activators of PKA-R1A complex. P00514+P68181. activation, % at 11.4 µM. 340,000 tested, 0.083% active. PKA-R1A dissociation, Cy5-IP20 fluorescence polarization; scaled: DMSO 0%, 113 µM cGMP 100%;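 active means percent activation above the mean of all tested compounds plus 3 SD, cut at about 19% in these data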;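 further: higher means more PKAc released from R1A so a rise in polarization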
# * marks the source's active call; other numbers are inactive results; . = not tested or not shown.
mol,SUMO Mot1 rescue,Arrestin-AP2 inh,DSG3 Ab inh,AddAB inh,Tat transport,E coli growth,phage Ecoli inh,PfHsp90 yeast 2,MOR-DOR inv ag,MOR-DOR ag,PKA-R1A activ
O=C(O)/C=C/C(=O)Nc1c(F)cccc1F,-7,0,.,-0.1,-8,1.0,2.8,3,-12,2.4,0
N=c1n(CC(=O)O)c2ccccc2n1Cc1ccccc1Cl,-12,10,73,0.9,-12,-2.4,-0.8,-18,5,-1.0,-1
C=CCN(c1ccccc1)S(=O)(=O)c1ccc2c(c1)oc(=O)n2C,-20,1,103,0.0,1,-1.8,2.0,-12,16,-2.9,-3
CCOC(=O)C1(Cc2ccccc2)CCN(Cc2ccc(C3CCCCO3)s2)CC1 (stereo not drawn),-3,0,107,-2.5,15,-0.3,-1.2,0,-36,7.3,-5
COc1ccc2c(c1)CCCC2NS(=O)(=O)OCC(Cl)(Cl)Cl (stereo not drawn),557,-5,104,3.6,12,1.9,2.0,5,-75,16,-3
CCCC(=O)NC(c1ccc(N(C)C)cc1)c1c(O)ccc2ccccc12 (stereo not drawn),-15,3,87,-2.9,1,-2.8,4.2,22,23,-4.5,-2
CC(=O)OCc1nc2sc3c(c2c(=O)[nH]1)CCCC3,-13,28,107,-3.7,2,-0.1,0.3,-11,6,-1.1,-6
CCOc1ccc2c(c1)c(C(C)=O)c(C)n2-c1ccccc1,7,-2,106,0.3,7,-1.6,-0.3,17,19,-3.1,6
CC1(c2ccccc2)NC(=O)N(CC(=O)N(c2ccccc2)C2CCS(=O)(=O)C2)C1=O (stereo not drawn),3,-6,96,0.2,-2,-3.5,2.2,.,15,-2.8,8
CC(=O)Nc1ccc(NC(=O)C(C)OC(=O)C2CC(=O)N(CCc3ccccc3)C2)cc1 (stereo not drawn),-7,-17,102,3.2,1,3.5,1.9,-13,14,-2.7,-5
C[C@H](CO)N1C[C@H](C)[C@@H](CN(C)S(C)(=O)=O)Oc2c(NC(=O)c3ccncc3)cccc2C1=O,-14,10,95,1.6,-5,-0.8,1.8,11,2,-0.4,-9
CN(C)CCNc1ccc(-c2nn(C)c(=O)c3ccccc23)cc1[N+](=O)[O-],-14,1,91,-0.1,3,1.1,4.4,8,8,-1.5,-6
CC(=O)N1N=C(c2ccc(Br)cc2)CC1c1cn(C)c2ccccc12 (stereo not drawn),-18,55*,96,-1.9,15,-3.0,1.5,10,-12,2.3,-11
CC(=O)Nc1ccc(NC(=O)CS(=O)(=O)c2cn(CC(=O)N3CCC(C)CC3)c3ccccc23)cc1,-10,1,.,3.8,-1,1.7,-0.4,-17,14,-2.6,-6
COc1ccc(C(=O)Nc2cccc3ccccc23)cc1,20,-2,100,2.2,-3,-1.6,0.5,9,4,-0.9,-5
C=CCn1c(SCc2cc(=O)n3cc(C)ccc3n2)nnc1-c1cccc(C)c1,21,-1,100,2.6,-5,-0.1,0.5,5,-3,0.5,2
O=C(COc1ccccc1)Nc1ccc(N2CCN(C(=O)c3ccco3)CC2)cc1,-32,27,.,-0.1,0,1.5,0.0,10,13,-2.9,-4
CCc1c(C)sc(NC(=O)Cn2nc(C)c([N+](=O)[O-])c2C)c1C(N)=O,.,-2,83,1.2,6,2.0,4.0,7,16,-3.1,-8
CN(CCO)c1cc(N2CCN(C(=O)c3ccco3)CC2)c2nonc2c1[N+](=O)[O-],-6,11,97,5.8,-4,0.7,2.4,-9,3,-0.7,4
COc1ccc(OCc2cc(C(=O)N(C)Cc3nccn3C)no2)c2ccccc12,-2,-6,95,0.0,-10,1.2,0.5,-11,-5,0.9,-3
CC(C)Cn1c(=O)c(C(=O)Nc2ccncc2)c(O)c2ccccc21,-71,9,106,1.6,10,1.8,1.5,106*,-14,2.6,-2
O=C(C1CCCN(S(=O)(=O)c2ccccc2)C1)N1CCCCC1 (stereo not drawn),-18,-8,100,2.7,0,0.3,-1.3,-46,13,-2.4,9
CCOc1ccc(-c2nnn(CC(=O)NCc3ccco3)n2)cc1,0,1,94,2.6,-4,0.1,4.1,.,-7,1.4,-4
CCCOC1CCCN(C(=O)c2ccc3oc(C(C)C)nc3c2)C1 (stereo not drawn),-29,0,105,-0.9,-6,1.9,0.1,-7,13,-2.4,-11
Cc1ccc(NC(=O)Cn2nnc(C(=O)NCc3ccc(Cl)cc3)c2N)cc1F,-11,0,.,2.5,7,-1.9,0.8,-17,9,-1.8,-4
CCc1nnc(NC(=O)CSc2nnc(COc3cccc(C)c3)o2)s1,.,10,111,0.0,0,-4.1,-4.5,9,-31,5.0,-3
O=C(O)Cn1nc(-c2ccc(Cl)cc2)ccc1=O,233,23,94,-1.0,1,0.5,1.4,-6,8,-1.6,-7
O=S(=O)(c1ccc(Cl)cc1)c1nc(-c2ccccc2F)oc1NCCCN1CCOCC1,56,-2,103,2.5,1,-2.7,3.5,4,18,-3.2,-8
O=[N+]([O-])c1ncc(Br)cc1Nc1ccccc1,-5,32,102,0.8,-4,1.3,0.8,-10,-14,2.9,-4
FC(F)(F)c1ccc(C2[C@H]3CN(Cc4cccnc4)[C@H](c4ccccc4)C34CC2(c2cccnc2)C4)cc1 (stereo partly drawn),106,-2,.,0.2,-6,2.4,6.5,-1,-273,49*,-7
CN(Cc1ccccc1)C(=O)C1CCN(S(=O)(=O)c2cccc3nsnc23)CC1,4,-1,107,2.2,-8,-1.3,1.0,7,-3,0.7,0
CC(NC(=O)C1CCCCC1)C(=O)NC1=NCCS1 (stereo not drawn),566*,6,.,1.0,4,-1.2,3.0,.,17,-3.4,2
N#C/C(=C(/O)COc1cccc2ccccc12)c1nc2ccccc2[nH]1,3,6,118,3.0,3,-0.7,.,4,-116,21*,5
Cc1ccc(CNC(=O)CCc2c(C)nc3ncnn3c2C)cc1,-5,4,.,4.7,-7,-0.9,3.2,.,15,-3.0,4
Cc1cccc(OCC(=O)Nc2cc(S(=O)(=O)N3CCOCC3)ccc2N2CCCC2)c1C,32,5,100,-0.3,5,0.6,0.7,6,-24,3.7,4
CC(C)(C)OC(=O)C(C(=O)OC(C)(C)C)c1ccc(Cl)nn1,.,6,96,1.2,-3,0.4,0.8,13,0,0.0,-2
Cc1nc(C(=O)N/N=C/c2[nH]ncc2Br)cs1,-14,15,108,1.8,-1,3.7,2.2,-2,-9,1.8,-9
CCOC(=O)c1cnc(-n2nc(C)cc2C)nc1NC(C)c1ccccc1 (stereo not drawn),741,1,106,1.8,9,-3.9,0.6,.,-2,0.4,-7
CCN(CC)S(=O)(=O)c1cccc(C(=O)N/N=C/c2ccc(N3CCOCC3)cc2)c1,15,6,108,1.4,-2,0.0,-1.9,-11,8,-1.6,4
COc1ccccc1N1CCN(Cc2cc(=O)c(OCC(=O)NC3CCCC3)co2)CC1,1,22,90,1.7,2,3.6,3.0,.,16,-3.0,-1
CCC(=O)NC(Nc1cccc(C)n1)(C(F)(F)F)C(F)(F)F,-5,-2,102,-0.2,-9,0.4,2.5,.,-2,0.4,-2
Cc1nn(CC(=O)N(C)C2CCS(=O)(=O)C2)c(C)c1[N+](=O)[O-] (stereo not drawn),-4,21,101,-2.1,-1,-1.1,2.0,.,11,-1.8,-6
COc1cc(/C=N/n2c(SC)nnc(C(C)(C)C)c2=O)ccc1O,-7,-8,111,1.0,10,1.4,1.8,-9,4,-0.8,2
CCCNS(=O)(=O)c1ccc(OCC(=O)OC)cc1,288,12,98,0.1,1,0.7,2.2,-9,9,-1.6,-5
O=C(NC(Nc1cc(C(F)(F)F)ccc1Cl)C(=O)c1ccccc1)c1ccccc1 (stereo not drawn),6,14,103,2.3,-23,0.4,1.4,.,-26,4.7,-7

# In the list so far, these contain a COOH group.
mol,SUMO Mot1 rescue,Arrestin-AP2 inh,DSG3 Ab inh,AddAB inh,Tat transport,E coli growth,phage Ecoli inh,PfHsp90 yeast 2,MOR-DOR inv ag,MOR-DOR ag,PKA-R1A activ
O=C(O)/C=C/C(=O)Nc1c(F)cccc1F,-7,0,.,-0.1,-8,1.0,2.8,3,-12,2.4,0
N=c1n(CC(=O)O)c2ccccc2n1Cc1ccccc1Cl,-12,10,73,0.9,-12,-2.4,-0.8,-18,5,-1.0,-1
O=C(O)Cn1nc(-c2ccc(Cl)cc2)ccc1=O,233,23,94,-1.0,1,0.5,1.4,-6,8,-1.6,-7

# Following part.
mol,SUMO Mot1 rescue,Arrestin-AP2 inh,DSG3 Ab inh,AddAB inh,Tat transport,E coli growth,phage Ecoli inh,PfHsp90 yeast 2,MOR-DOR inv ag,MOR-DOR ag,PKA-R1A activ
COc1ccc(C(=S)N2CCOCC2)cc1OC(=O)c1cccc([N+](=O)[O-])c1,-1,1,108,1.4,-1,-1.1,1.2,3,-3,0.5,3
CCN1C(=O)CC(C(=O)O)SC1=Nc1ccc(OC)cc1 (stereo not drawn),-5,8,97,1.6,-5,-1.4,2.0,-14,19,-3.7,-8
CCNc1nc(NCC)nc(N(C#N)C(C)C)n1,-13,5,83,-0.2,4,-0.3,2.5,30,13,-2.5,-8
CCOC(=O)/C(=N\Nc1cc(Cl)ccc1Cl)N1CCOCC1,123,3,92,4.1,10,0.6,4.0,3,7,-1.4,-15
COCCn1c(=NC(=O)CSCC(=O)NC2CCCCC2)sc2cc(OC)ccc21,35,12,97,0.4,-3,-0.1,-3.1,-3,0,0.0,-3
Cc1ccc(NC(=O)/C=C\C(=O)NCC(=O)O)cc1C,70,-5,76,0.5,0,2.8,2.3,28,15,-3.0,2
Cc1ccc(CCNC(=O)CN(C)S(=O)(=O)c2ccc3c(c2)c(=O)n(C)c(=O)n3C)cc1,7,7,101,1.9,0,-0.7,2.5,45,-2,0.3,0

# In another format: entries from further up.
# Values run as follows: SUMO Mot1 rescue, Arrestin-AP2 inh, DSG3 Ab inh, AddAB inh, Tat transport, E coli growth, phage Ecoli inh, PfHsp90 yeast 2, MOR-DOR inv ag, MOR-DOR ag, PKA-R1A activ
> CC(C)Cn1c(=O)c(C(=O)Nc2ccncc2)c(O)c2ccccc21
 : -71, 9, 106, 1.6, 10, 1.8, 1.5, 106*, -14, 2.6, -2
> O=C(C1CCCN(S(=O)(=O)c2ccccc2)C1)N1CCCCC1 (stereo not drawn)
 : -18, -8, 100, 2.7, 0, 0.3, -1.3, -46, 13, -2.4, 9
> CCOc1ccc(-c2nnn(CC(=O)NCc3ccco3)n2)cc1
 : 0, 1, 94, 2.6, -4, 0.1, 4.1, ., -7, 1.4, -4
> CCCOC1CCCN(C(=O)c2ccc3oc(C(C)C)nc3c2)C1 (stereo not drawn)
 : -29, 0, 105, -0.9, -6, 1.9, 0.1, -7, 13, -2.4, -11

# Compounds as they come; about 2.8% have a hit in one of these screens.
